Compound activity deposited in PubChem by several laboratories.
S1P2 agonist = S1P2 receptor agonists, primary screen, cell-based. activation, % at 4.5 µM. Sphingosine 1-phosphate receptor 2 (Homo sapiens), O95136. S1P2-expressing cell line, agonist reporter read-out. 97,000 tested, 0.46% active; in the data active = activation above about 16%;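 also: 0% = vehicle low control and 100% = maximal reference agonist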
Target sequence (O95136 whole entry, looked up): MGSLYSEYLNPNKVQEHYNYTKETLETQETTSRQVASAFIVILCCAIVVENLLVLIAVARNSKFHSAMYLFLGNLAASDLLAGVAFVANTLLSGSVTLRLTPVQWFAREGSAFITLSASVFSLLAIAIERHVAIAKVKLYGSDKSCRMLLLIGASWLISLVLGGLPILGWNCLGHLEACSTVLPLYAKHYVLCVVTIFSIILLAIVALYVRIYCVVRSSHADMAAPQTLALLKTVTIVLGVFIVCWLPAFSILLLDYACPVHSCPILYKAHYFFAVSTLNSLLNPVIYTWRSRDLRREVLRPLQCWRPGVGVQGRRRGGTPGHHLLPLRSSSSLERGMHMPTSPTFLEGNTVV
LYP inh 2 = PTPN22 phosphatase inhibitors, primary screen, biochemical, DiFMUP fluorescence, 2 µM | recombinant LYP catalytic domain | AID 640, 2007 | inhibition, % at 2 µM | 96,000 tested, 0.21% active;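 active = inhibition at 2 µM at or above a set limit, the screen mean plus 3 SD, cut at about 24% in these data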;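 also: 0% = DMSO with enzyme and 100% = enzyme fully blocked by orthovanadate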
HIV Rev-RRE inh = HIV-1 Rev-RRE binding inhibitors, primary screen, biochemical, FRET, protein-RNA interaction. inhibition, % at 8 µM. 97,000 tested, 0.79% active. Rev peptide-RRE RNA binding;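 active = inhibition above the screen-wide mean plus 3 SD, cut at about 35% in these data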;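 also: 0% = median DMSO wells and 100% = median Neomycin B control wells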
Target sequence (P05866 whole entry, looked up): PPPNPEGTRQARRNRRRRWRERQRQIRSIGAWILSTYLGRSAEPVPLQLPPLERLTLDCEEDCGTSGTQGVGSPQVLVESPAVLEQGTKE
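Assay system: Rev peptide and RRE RNA, both fluorescently labelled; times: 5 min preincubation and 15 min binding, 25 °C; detection: FRET, ex 480 nm, em 540 and 671 nm; read-out basis: % inhibition from 671/540 nm acceptor-to-donor ratio, scaled between controls; benchmarks: DMSO low control, neomycin B high control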
EphB4 antag = EphB4-ephrin-B2 interaction antagonists, primary screen, biochemical, TNYL-RAW peptide probe, fluorescence polarization; Ephrin type-B receptor 4 (Homo sapiens), P54760; EphB4 LBD / TNYL-RAW-Alexa532 peptide; inhibition, % at 7 µM; 97,000 tested, 0.15% active; AID 720, 2007;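 active = inhibition above the screen-wide mean inhibition plus 3 SD, cut at about 15% in these data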;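 also: 0% = DMSO wells and 100% = excess unlabeled TNYL-RAW peptide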
PTPN22 act = LYP phosphatase activators, primary screen, biochemical, DiFMUP fluorescence, 2 µM; Tyrosine-protein phosphatase non-receptor type 22 (Homo sapiens), Q9Y2R2; recombinant LYP; 0 = plate median, 100 = signal doubled; activation, % at 2 µM; 96,000 tested, 0.11% active; AID 697, 2007;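 active = activation at 2 µM above a set limit, the mean plus 5 SD, cut at about 37% in these data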
PostGolgi ctrl = growth inhibition of yeast control strain, primary screen, counter-screen for post-Golgi transport modulator project | inhibition, % at 10 µM | efflux-deficient yeast background strain, growth absorbance A615, 16 h | 98,000 tested, 5% active
S1P2 blocker = human S1P2 receptor antagonists, primary screen, cell-based | Sphingosine 1-phosphate receptor 2 (Homo sapiens), O95136 | cell-based S1P2 antagonist assay, inhibition at 5 uM | inhibition, % at 5 µM | 97,000 tested, 0.21% active | AID 736, 2007; in the data active = inhibition above about 45%;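 also: CRE beta-lactamase reporter cells expressing human S1P2 stimulated with S1P; 0% = agonist at EC80 alone and 100% = agonist plus reference antagonist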
FAK inh = FAK kinase inhibitors, primary screen, biochemical | Focal adhesion kinase 1 (Homo sapiens), Q05397 | biochemical FAK kinase activity assay | inhibition, %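 (tested at 7 µM)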 | 97,000 tested, 0.84% active; in the data active = inhibition above about 19%;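 also: 0% = DMSO and 100% = reference compound high control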
PostGolgi yeast = phenotypic screen on post-Golgi transport, primary screen; 98,000 tested, 0.9% active; post-Golgi transport phenotypic cell assay; AID 739, 2007; inhibition, % at 10 µM;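 also: yeast cells grown in 1536-well plates; yeast grown about 18 h at 30C before absorbance read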
* = called active by the depositor; . = no result given; & = joins results of further samples. Rule as the data show it, unless noted: active = inhibition above about 30%; inactive = the rest.

A first look (4 entries):
SMILES	S1P2 agonist	LYP inh 2	HIV Rev-RRE inh	EphB4 antag	PTPN22 act	PostGolgi ctrl	S1P2 blocker	FAK inh	PostGolgi yeast
CC(NC(=O)c1cccs1)c1ccc2c(c1)OCO2 (stereo not drawn)	-3	-7	4	-5	6	12	9	-1	4
COc1ccc(OC)c(NC(=O)CNC(=O)Cn2c(C)cc3ccccc3c2=O)c1	-3	3	6	5	-2	-7	5	2	1
Fc1ccc(-c2cn3cc(C(F)(F)F)cc(Cl)c3n2)cc1	-6	4	5	4	-1	0	15	6	5
COc1ccc(C(=O)Nc2ccc(Cl)cc2C(=O)NCCN2CCOCC2)cc1	-6	10	6	0	-8	5	4	1	8

Main list, from the start:
SMILES	S1P2 agonist	LYP inh 2	HIV Rev-RRE inh	EphB4 antag	PTPN22 act	PostGolgi ctrl	S1P2 blocker	FAK inh	PostGolgi yeast
CC(NC(=O)c1cccs1)c1ccc2c(c1)OCO2 (stereo not drawn)	-3	-7	4	-5	6	12	9	-1	4
COc1ccc(OC)c(NC(=O)CNC(=O)Cn2c(C)cc3ccccc3c2=O)c1	-3	3	6	5	-2	-7	5	2	1
Fc1ccc(-c2cn3cc(C(F)(F)F)cc(Cl)c3n2)cc1	-6	4	5	4	-1	0	15	6	5
COc1ccc(C(=O)Nc2ccc(Cl)cc2C(=O)NCCN2CCOCC2)cc1	-6	10	6	0	-8	5	4	1	8
Cc1cc(C)c(S(=O)(=O)NCC23C=CC(O2)C2C(=O)N(c4ccccc4)C(=O)C23)c(C)c1 (stereo not drawn)	-10	0	5	-7	2	3	19	0	1
CC(C)(O)C#CC#CCN1CCOCC1	2	-15	11	3	13	-3	-13	-1	-6
O=C(Nc1nc(-c2cccs2)cs1)c1cc2ccccc2oc1=O	-7	13	9	7	-10	3	-3	3	-19
Cc1cc(C)cc(NC(=S)NCC2CCCO2)c1 (stereo not drawn)	-5	6	3	-4	-2	1	3	-2	4
Cc1cc(C)nc(Nc2nc3ccccc3[nH]2)n1	-2	-10	1	-7	7	-3	-18	2	-7
C=CCSc1nc2c(c(=O)[nH]c(=O)n2C)n1CC	-4	-5	3	1	0	-5	0	6	28
CC1Cc2ccccc2N1C(=O)c1cc2sccc2n1Cc1ccc(F)cc1 (stereo not drawn)	0	1	21	3	-2	.	-15	1	.
Nc1c(C(=O)NCc2ccc3c(c2)OCO3)nnn1-c1ccc(OC(F)(F)F)cc1	-6	1	13	2	-2	8	3	-1	-15
COc1cccc(Nc2c(F)c(F)c(F)c(F)c2C(=O)O)c1	-4	-6	1	3	6	9	2	-1	0
Cc1occc1C(=O)NC(C)C(C)(C)C (stereo not drawn)	-3	-9	10	2	8	-8	-4	-2	-8
Cc1c(C(=O)c2ccc(Cl)cc2Cl)cnc2cc3c(cc12)OCO3	-8	-33	8	3	33	.	-8	0	.
O=C(O)C1C2C=CC(C3CC23)C1C(=O)NCCc1ccccc1 (stereo not drawn)	-3	4	-7	6	-4	11	-9	-2	10
O=c1c2ccccc2nc(CSc2nnnn2-c2ccccc2)n1-c1ccccc1Cl	-6	14	8	3	-14	.	-15	-2	.
COc1ccc(NC(=O)COc2nsnc2N2CCCCC2)cc1	-12	-7	-2	-10	5	4	-8	-1	5
Cc1ccc(SCc2[nH]nc3c2C2(C(=O)N(C)c4ccccc42)C(C#N)=C(N)O3)cc1 (stereo not drawn)	-6	4	8	-5	-5	6	1	-1	1
O=C(Cn1cnc2c(cnn2-c2ccccc2)c1=O)NC1CCCC1	-7	-5	8	3	2	4	8	1	-5
O=C(CSc1nnc(-c2cnccn2)n1Cc1ccco1)c1ccc2ccccc2c1	0	13	-2	-4	-13	11	8	0	3
O=S(=O)(c1cccs1)N1CN(Cc2ccc(F)cc2)c2nc3ccccc3nc21	-5	-4	7	-4	9	12	-12	4	-3
CCOC(=O)C1=C(c2ccccc2)O/C(=C(/C#N)C(F)(F)F)S1	1	8	32	5	-6	39*	-8	0	3
CCOC(=O)c1c(C)nc2sc(C(=O)Nc3ccc(C(C)=O)cc3)c(N)c2c1-c1ccc(OC)cc1	-7	-6	0	2	3	8	27	1	-7

Looked up one by one from above, 2 records:
SMILES	S1P2 agonist	LYP inh 2	HIV Rev-RRE inh	EphB4 antag	PTPN22 act	PostGolgi ctrl	S1P2 blocker	FAK inh	PostGolgi yeast
O=C(CSc1nnc(-c2cnccn2)n1Cc1ccco1)c1ccc2ccccc2c1	0	13	-2	-4	-13	11	8	0	3
COc1ccc(NC(=O)COc2nsnc2N2CCCCC2)cc1	-12	-7	-2	-10	5	4	-8	-1	5

Following part.
SMILES	S1P2 agonist	LYP inh 2	HIV Rev-RRE inh	EphB4 antag	PTPN22 act	PostGolgi ctrl	S1P2 blocker	FAK inh	PostGolgi yeast
Nc1nc(CSCc2ccccc2)nc(N2CCOCC2)n1	-1	13	7	0	-12	7	-8	1	15
CN1CCN(C(=O)C2C3C=CC(C3)C2C(=O)O)CC1 (stereo not drawn)	-1	11	7	0	-12	37*	5	2	11
Cc1ccc(NCc2nnc(SCC(=O)NCCc3ccccc3)n2C)cc1	-1	-9	2	2	8	13	3	1	-1
COc1cc(/C=N/NC(=O)c2cc(-c3cccn3C)n[nH]2)cc(OC)c1OC	8	-1	-3	-7	4	7	9	3	5
CCn1nc(C)c(NS(=O)(=O)c2ccc(C)cc2)c1C	-5	-2	6	3	-1	.	-25	0	.
COc1ccc(Cl)cc1C(=O)Nc1ccccc1N1CCN(C)CC1	0	-9	3	-8	8	15	-1	1	19
CCCCCCCCOC1OC(CO)C(O)C(O)C1NC(C)=O (stereo not drawn)	-2	7	-1	5	-3	-1	-9	3	4
O=C(CCCc1nc(-c2ccccc2)no1)N1CCOCC1	-4	-10	-1	0	6	5	-4	-2	10
Fc1ccc(-c2nc3n(n2)Cc2ccccc2-3)cc1	-8	10	7	-2	-11	6	4	-1	5
COc1ccc(OC)c(NC(=O)N[C@@H](Cc2ccccc2)C(=O)O)c1	-6	5	7	6	-8	1	20	-2	-4
COC(=O)C1=C(C)N(CCc2ccccc2)C(=O)C1	0	-7	-1	-2	7	2	16	2	6
COc1cccc(C2C(C#N)=C(N)OC3=C2C(=O)CC(c2ccco2)C3)c1OCc1ccc(F)cc1 (stereo not drawn)	-9	0	13	1	-2	11	6	8	-1
COc1ccc(OC)c(NC(=O)CN2CCN(C(=O)c3ccco3)CC2)c1	-4	0	4	-2	-3	12	15	-2	-1
CCOC(=O)c1ccccc1NC(=O)Cn1cnc2c(cnn2-c2ccc(OC)cc2)c1=O	0	1	-2	-2	-6	.	-4	0	.
O=C(Nc1cccc(Cl)c1)ON=C1c2ccccc2-c2ccccc21	-1	4	9	5	-1	23	7	39*	0
O=C(CCN1C(=O)C2CC=CCC2C1=O)N1CCN(c2ccccn2)CC1 (stereo not drawn)	-6	1	8	5	-1	5	5	4	1
COC(=O)COc1cccc2c(=O)n(CC(=O)N3CCCc4ccccc43)ccc12	-6	10	4	-7	-11	-2	-2	3	-9
CCSc1nsc(SCC)c1C(N)=O	-6	-10	2	-5	7	12	5	0	2
Cc1cc(/C=C(\C#N)C(=O)OCC(=O)NC(=O)NC(C)(C)C)c(C)n1CCC(C)C	2	9	7	5	-8	30	0	1	3
O=C(CNS(=O)(=O)c1ccc(Br)s1)N1CCN(c2ncccn2)CC1	-4	-6	7	-2	7	11	-7	-1	-3
CCOC(=O)c1cc2sc(C)cc2n1CC(=O)Nc1ccc2c(c1)OCCO2	-9	0	10	15	1	5	27	9	3
CCOC(=O)Nc1ccc(S(=O)(=O)Nc2nccc(C)n2)cc1	-5	5	10	11	-2	4	22	1	-3
CCn1c(SCC(=O)Nc2ccc(C(C)=O)cc2)nc2nc3c(cc2c1=O)CCCC3	-3	-7	4	2	5	11	2	-10	-1
O=P(c1cccs1)(c1cccs1)c1cccs1	3	-5	-2	-3	4	-5	-8	1	-5
CCC(C)[C@H](NC(=O)OC(C)(C)C)c1nnc(SCc2c(C)[nH]c(=O)[nH]c2=O)o1 (stereo partly drawn)	-10	-9	1	-3	12	12	-7	-2	-4
COc1ccc(NC(=O)Cc2nnc(SCC(=O)Nc3cc(C)ccc3OC)n2C)cc1	-1	1	6	-7	-2	10	0	-3	16
O=C(CN1CCOc2ccccc21)N1CCN(c2cccc(Cl)c2)CC1	-5	0	3	0	-3	.	-15	5	.
O=C(Nc1c(C(=O)Nc2cccc(F)c2)oc2ccccc12)c1ccc2c(c1)OCO2	-5	-8	4	2	5	1	2	0	4
CN(C)c1oc(-c2ccccc2Cl)nc1S(=O)(=O)c1ccccc1	-3	2	5	4	-4	32*	-12	0	3
Cc1nnc(SCc2cc(=O)[nH]c(N3CCN(Cc4ccccc4)CC3)n2)s1	-8	6	0	5	-10	15	11	3	21
COc1cccc(C(=O)NCc2nnc(SCC(=O)Nc3nccs3)n2-c2ccccc2)c1	-5	-7	2	0	6	8	11	-5	6
c1ccc(Nc2ccc3c4c(cccc24)CC3)cc1	-1	-3	9	-5	2	.	-40	3	.
COc1ccccc1N1CCN(CC(=O)Nc2ccc(Cl)c(C(F)(F)F)c2)CC1	-3	-4	-3	-6	2	.	-16	-2	.
Clc1cccc(-c2ccnc3nc(-n4cccc4)nn23)c1	-5	10	6	-4	-6	24	6	2	5
CCN1CCCC1CNC(=O)c1ccc2c(=O)n(CCOC)c(=O)[nH]c2c1 (stereo not drawn)	1	-2	6	0	-1	30	4	-5	-12
CN(CCO)c1ncnc2nc[nH]c12	-2	-4	12	-3	2	-4	9	13	4
COc1ccc(-c2noc(C)c2-c2ccc3ccccc3n2)c(O)c1	-6	2	19	3	-3	49*	-2	1	1
Cn1c(O)c(C=NCC2CCNCC2)c(=O)n(C)c1=O	-3	1	0	-5	-6	.	9	-1	.
COc1cc2c(cc1OC)CN(CC(=O)Nc1ccccc1C#N)CC2	1	0	12	1	0	5	4	-2	7
CC(=Nc1ccccc1)C1=C(O)COC1=O	-2	-3	5	2	5	-5	-1	-2	-10
COc1ccc(C2=C(CN(C)C)C(c3ccccc3)c3ccccc3O2)cc1 (stereo not drawn)	-3&-4	14&5	-2&5	4&-13	-10&-3	22&2	0&-2	-4&4	-4&8
COCCN(C(=O)c1ccco1)c1nnc(-c2ccc(OC)cc2)s1	0	11	6	1	-10	10	9	-8	4
Cc1ccnc(NS(=O)(=O)c2ccc(NC(=O)C3CCCCC3C(=O)O)cc2)n1 (stereo not drawn)	-3	9	5	1	-10	6	6	-4	1
c1ccc(CC2CCN(C(c3cccs3)c3nnnn3C3CCCC3)CC2)cc1 (stereo not drawn)	-4	-2	13	-1	0	12	-28	3	-8
COc1ccc(C)cc1S(=O)(=O)N1CCN(Cc2ccccc2)CC1	-3	8	10	8	-5	-4	22	0	-5
CC(NC(=O)c1cc(-c2ccc3c(c2)OCO3)nc2ccccc12)C(C)(C)C (stereo not drawn)	2	-2	3	-1	4	3	2	0	-1
O=C(O)c1ccc(Cl)c(NC(=O)C2CCCN2S(=O)(=O)c2cccc3nsnc23)c1 (stereo not drawn)	-3	-2	2	-6	-1	12	-11	-2	12
Cc1n[nH]c(=O)n1-c1cccc(C(F)(F)F)c1	0	-2	0	2	6	5	-1	0	-15
O=c1ccc(Oc2nc(N3CCOCC3)nc(N3CCOCC3)n2)nn1-c1ccccc1	6	-3	1	-7	1	1	-41	1	-7
CCCN(CCC)CCNC(=O)C1c2ccccc2C(=O)N(CCOC)C1c1ccc(F)cc1 (stereo not drawn)	-5	-6	-2	-3	6	-7	-5	-1	7
NC(=O)c1ccc(NC(=O)CCCc2nc(-c3ccccc3Cl)no2)cc1	-8	-8	1	-2	5	17	0	-6	1
COc1cc2cc(CN(CCO)C(=O)c3cccs3)c(=O)[nH]c2cc1OC	0	-6	8	-2	4	4	0	0	0
